# Compound activity deposited in PubChem BioAssay by Small Molecule Screening Facility, UW Madison.
# RMI FANCM FP – disruptors of RMI1/RMI2 association with MM2 peptide – biochemical, fluorescence polarization, human, primary screen; RMI core complex with F-MM2 peptide; active compounds read low; 0.58% of 70,000 active; RMI core complex (RMI1/RMI2) binding to FANCM MM2 peptide, human; FP signal (polarization) at 33 µM; in the data active means FP signal below about 40; further: inactives centre near 61; strong numbers were not always called active; unit not given here
# * marks the source's active call; other numbers are inactive results; & = joins results of further samples; ! = a repeat was not active.
SMILES,RMI FANCM FP
Oc1ccc2c3c1O[C@H]1[C@@H](O)CC[C@@]4(O)C(C2)N(CC2CCC2)CCC314 (some centres undefined),54
CN1CCCCC1c1ccc(-c2cccnc2)nc1 (centres undefined),57
CCn1nccc1C(=O)Nc1ccc(Cl)cc1C(=O)c1ccccc1,67
NS(=O)(=O)c1ccc(NC(=O)c2ccc(S(=O)(=O)N(CCCl)CCCl)cc2)cc1,70
O=C(O)c1cc2cc(Br)ccc2o1,65
CC[N+]1(C)CCCC(OC(=O)C(O)(c2ccccc2)c2ccccc2)C1 (centres undefined),54&52
COc1ccc(/C=C/[N+](=O)[O-])cc1OC,56
CCOP(=S)(OCC)Oc1nc(Cl)c(Cl)cc1Cl,53
CN1C2CCC1CC(OC(c1ccccc1)c1ccccc1N)C2 (centres undefined),61&65
CC[C@@H](C)C(=O)O[C@H]1[C@H](O)[C@H]2[C@@H](CN3C[C@@H](C)CC[C@H]3[C@@]2(C)O)C2C[C@]34O[C@@]5(O)[C@@H](OC(=O)[C@](C)(O)CC)CC[C@@]3(C)[C@@H]5[C@@H](OC(C)=O)[C@@H](OC(C)=O)[C@H]4[C@@]21O (some centres undefined),87
CCN(CC)CC(=O)Nc1ccc(Br)cc1C(=O)c1ccccc1,57
O=C(CCCCl)Nc1ccc(S(=O)(=O)N2CC3CC(C2)c2cccc(=O)n2C3)cc1 (centres undefined),68
CN1C[C@@H](CS(=O)(=O)N(C)C)C[C@@H]2c3cccc4c3c(cn4C)C[C@H]21,42
O=c1ccc2cc(O[C@@H]3O[C@H](CO)[C@@H](O)[C@H](O)[C@H]3O)c(O)cc2o1,52
Cc1ccc(S(=O)(=O)NCCC(=O)Nc2ccc(Br)cc2C(=O)c2ccccc2)cc1,62
Cc1cc(NC(=O)c2cccn(Cc3cccc(Cl)c3)c2=O)c2ccccc2n1,92
c1ccc(N=Nc2ccccc2)cc1,55
CCN1C[C@]2(C)CC[C@H](OC)[C@@]34C1[C@]1(OCO[C@@]15C[C@H](OC)[C@H]1C[C@]3(O)[C@@H]5[C@H]1OC)[C@@H](OC(C)=O)[C@H]24,53
COc1cc2c(cc1OC)[C@@H]1C(=O)c3ccc4oc(C(C)C)cc4c3O[C@@H]1CO2,61
O=C(NC(=O)c1ccccc1Cl)Nc1ccc2c(c1)S(=O)(=O)C=C2,64
COP(=S)(OC)SCn1nnc2ccccc2c1=O,59
N#CC(=Cc1ccc(O)c(O)c1)C(N)=S,107
CCCCCCC(C)(C)c1ccc([C@@H]2C[C@H](O)CC[C@H]2CCCO)c(O)c1,59
Cc1nc2ccc(Br)cc2c(=O)n1-c1ccc(Cl)c(Cl)c1,53
CC(C)NC(C)Cc1ccc(I)cc1 (centres undefined),60
C[C@]12CC[C@@H](O)CC1CC[C@@H]1[C@@H]2CC[C@]2(C)C(=O)CC[C@@H]12 (some centres undefined),52
CC1=C[C@@H]2c3cccc4[nH]cc(c34)C[C@H]2N(C)C1,-35
CC(C)(C)c1csc(CN2CCN(C(=O)Cc3ccc(Cl)cc3)CC2)n1,60
O=C1C(Cl)=C(Cl)C(=O)c2ccccc21,57
NCCc1c[nH]c2ccc(C(N)=O)cc12,58
C[C@]12CC[C@H]3[C@@H](CCC4=CC(=O)CC[C@@H]43)[C@@H]1CC[C@@H]2O,55&54
Cc1ccc2c(CC(=O)N3CCN(C(c4ccccc4)c4ccccc4)CC3)cc(=O)oc2c1,68
C[Se]C[C@H](N)C(=O)O,53
COC(=O)c1ccc(OC(=O)N(C)c2ccccc2)cc1,59
CS(=O)(=O)c1ccc(CC(=O)Nc2ccc(Cl)cc2C(=O)c2ccccc2Cl)cc1,63
COc1cc2c(cc1O)CC1c3c(cc(O)c(OC)c3-2)CCN1C (centres undefined),62
Cn1cc(C(=O)Cc2ccccc2)c2ccccc21,61
COC(=O)[C@]1(C)CC[C@]2(C)CC[C@]3(C)C4=CC=C5C(=CC(=O)C(O)=C5C)[C@]4(C)CC[C@@]3(C)[C@@H]2C1,48
CC12CCC3C(CCC4CC(O)CCC43C)C1C/C(=C\c1cccs1)C2=O (centres undefined),63
CC1=C2CCC3C(CC[C@]4(C)C(=O)CCC34)[C@@]2(C)CCC1=O (some centres undefined),57
COc1cc(C=C(C#N)C#N)cc(O)c1O,135
Cc1nc2ccc(NC(=O)CC3CCCC3)cc2c(=O)n1-c1ccc(F)cc1,60
COc1ccc2c(c1O)-c1cccc3c1[C@@H](C2)N(C)CC3,57
CCOc1ccc2nc(N3CCNCC3)sc2c1,74
O=C1/C(=C\c2cccnc2)N2CCC1CC2,63
CC(C)(C)c1cc(C=C(C#N)C#N)cc(C(C)(C)C)c1O,139
O=C(NCCOC(=O)C(Cl)(Cl)Cl)C(Cl)(Cl)Cl,60
O=C(NC1CN2CCC1CC2)c1cccc(Cl)c1 (centres undefined),52
CN1CCN(c2cc(NCCCO)c([N+](=O)[O-])c3nonc23)CC1,56
COc1cccc2cc(C(=O)Nc3ccc(Cl)cc3C(=O)c3ccccc3)oc12,65
# The results go on.
SMILES,RMI FANCM FP
N[C@@]1(C(=O)O)CC[C@@H](C(=O)O)C1,61
CCCCCCCCCCCCCC(=O)O[C@@H]1[C@@H](C)[C@@]2(O)[C@@H](C=C(CO)C[C@@]3(O)C(=O)C(C)=C[C@@H]23)C2C(C)(C)[C@@]21OC(C)=O (some centres undefined),56
O=c1[nH]c2ccccc2n1CCCN1CCC(n2c(=O)[nH]c3cc(Cl)ccc32)CC1,59&56&60
CC1(C)C2CCC1(C)C(N1CCNCC1)C2 (centres undefined),63
CCOC(=O)C1=C(N)NC2=C(CCCC2)C12C(=O)Nc1ccccc12 (centres undefined),69
ClC1=C(Cl)C2(Cl)C3C(Cl)C=CC3C1(Cl)C2(Cl)Cl (centres undefined),55
c1ccc2c(c1)CCc1c-2[nH]c2ccccc12,57
COc1ccc2[nH]cc(CN(C)C)c2c1,61
CC1(C)C2C[C@@H](O)[C@]3(C)C(CC[C@@]4(C)[C@H](c5ccoc5)OC(=O)[C@H]5O[C@]543)[C@@]2(C)[C@@H](O)C[C@H]1O (some centres undefined),61&53
COC(=O)C1=C(N)Oc2cc(C)[nH]c(=O)c2C12C(=O)N(Cc1ccc(Cl)cc1)c1ccccc12 (centres undefined),52
CN(C)C(=O)Oc1cccc(NC(=O)c2cc(Cl)cc(Cl)c2)c1,63
CC(=O)OCC1=C(C(=O)O)N2C(=O)[C@@H](NC(=O)CCC[C@@H](N)C(=O)O)[C@H]2SC1,47
C[C@H]1OC[C@@H](C[N+](C)(C)C)O1,49
O=C1NC(=O)C(=Cc2ccc(Br)s2)C(=O)N1,71
CCC(=O)c1ccc(OC(=O)N(C)C)cc1,56
S=C=NCc1ccccc1,61
CCCCC[C@H]1C(=O)O[C@H](C)[C@H](NC(=O)c2cccc(NC=O)c2O)C(=O)O[C@@H](C)[C@@H]1OC(=O)CC(C)C,53
CCNC(=S)N1CCCCC1c1cccnc1 (centres undefined),59
COc1ccc(CCNC2(C#N)CCCCC2)cc1OC,59
c1ccc(C2=NCCN2P(N2CC2)N2CC2)cc1,62
COc1ccc2c(Br)c(C(=O)O)[se]c2c1,65
NC(=O)COc1c(F)cc(SCCNS(=O)(=O)c2ccccc2)cc1F,55
CC(C)Nc1nc(Cl)nc(NC(C)C)n1,54
CN(N=O)c1ccc(O)c(O)c1,46
CC1(C)CSC(Nc2ccc(F)cc2)=N1,55
C=C(C)CN1CC[C@]23c4c5ccc(O)c4O[C@H]2c2[nH]c4ccccc4c2C[C@@]3(O)C1C5,62
O=C1CNC(c2ccccc2Cl)c2cc(Br)ccc2N1 (centres undefined),65
C[C@@H]1C(=O)O[C@H]2[C@H]1CC[C@@]1(C)C=CC(=O)[C@@]3(C)O[C@@]213,31*!
CC12NC(=O)CN1CCc1ccccc12 (centres undefined),53
CNCC(O)c1ccc(O)cc1 (centres undefined),50&51&61

# As a working copy, some entries already given.
SMILES,RMI FANCM FP
CC1(C)C2C[C@@H](O)[C@]3(C)C(CC[C@@]4(C)[C@H](c5ccoc5)OC(=O)[C@H]5O[C@]543)[C@@]2(C)[C@@H](O)C[C@H]1O (some centres undefined),61&53
COC(=O)C1=C(N)Oc2cc(C)[nH]c(=O)c2C12C(=O)N(Cc1ccc(Cl)cc1)c1ccccc12 (centres undefined),52
CN(C)C(=O)Oc1cccc(NC(=O)c2cc(Cl)cc(Cl)c2)c1,63
CC(=O)OCC1=C(C(=O)O)N2C(=O)[C@@H](NC(=O)CCC[C@@H](N)C(=O)O)[C@H]2SC1,47
C[C@H]1OC[C@@H](C[N+](C)(C)C)O1,49
O=C1NC(=O)C(=Cc2ccc(Br)s2)C(=O)N1,71
CCC(=O)c1ccc(OC(=O)N(C)C)cc1,56
S=C=NCc1ccccc1,61
CCCCC[C@H]1C(=O)O[C@H](C)[C@H](NC(=O)c2cccc(NC=O)c2O)C(=O)O[C@@H](C)[C@@H]1OC(=O)CC(C)C,53
CCNC(=S)N1CCCCC1c1cccnc1 (centres undefined),59
COc1ccc(CCNC2(C#N)CCCCC2)cc1OC,59
c1ccc(C2=NCCN2P(N2CC2)N2CC2)cc1,62
COc1ccc2c(Br)c(C(=O)O)[se]c2c1,65
NC(=O)COc1c(F)cc(SCCNS(=O)(=O)c2ccccc2)cc1F,55
CC(C)Nc1nc(Cl)nc(NC(C)C)n1,54
CN(N=O)c1ccc(O)c(O)c1,46
CC1(C)CSC(Nc2ccc(F)cc2)=N1,55
C=C(C)CN1CC[C@]23c4c5ccc(O)c4O[C@H]2c2[nH]c4ccccc4c2C[C@@]3(O)C1C5,62
O=C1CNC(c2ccccc2Cl)c2cc(Br)ccc2N1 (centres undefined),65
C[C@@H]1C(=O)O[C@H]2[C@H]1CC[C@@]1(C)C=CC(=O)[C@@]3(C)O[C@@]213,31*!
CC12NC(=O)CN1CCc1ccccc12 (centres undefined),53
CNCC(O)c1ccc(O)cc1 (centres undefined),50&51&61

# Carrying on:
SMILES,RMI FANCM FP
CCCCCCC1C(=O)NC(=S)NC1=O,62
CO[C@@H]1C[C@@H](C[C@H]2CC[C@H](C)[C@H]([C@@H](C)C(=O)O)O2)O[C@]2(O[C@](C)([C@H]3CC[C@@](C)(C4O[C@@H](C5O[C@@](O)(CO)[C@H](C)C[C@@H]5C)C[C@@H]4C)O3)C[C@H]2C)[C@@H]1C (some centres undefined),57
N#Cc1cccc(NC(=O)C(Cl)(Cl)Cl)c1,54
CCOC(=O)c1c(C)n(C2CC2)c2ccc(OC)cc12,63
C=C[C@H]1CN2CC[C@H]1C[C@@H]2[C@@H](OC(=O)OCC)c1ccnc2ccc(OC)cc12,63
CCCCCCCCC(=O)NCc1ccc(O)c(OC)c1,55&53
CC12CCC(=O)C=C1CCC1C2CCC2(C)C(O)CCC12 (centres undefined),58
CC(=O)O.CC(=O)O.[Cd],55
COc1ccc(CC(=O)N2CCN(Cc3nc(-c4ccco4)cs3)CC2)cc1OC,62
CC(CCc1ccccc1)NC(C)C(O)c1ccc(O)cc1 (centres undefined),67&50
COc1ccc2c3c1O[C@H]1C(=O)CC[C@@]4(O)C(C2)N(CC2CC2)CCC314 (some centres undefined),58
Nc1ncnc2c1ncn2C1OC2COP(O)(=S)O[C@@H]2[C@@H]1O (some centres undefined),50
O=C(Nc1ccc(Br)cc1C(=O)c1ccccc1Cl)c1ccc([N+](=O)[O-])s1,63
N#Cc1ccc(CN=C(N)N[N+](=O)[O-])cc1,55
COc1cc(C(=O)Nc2ccc(Cl)cc2C(=O)c2ccccc2)cc(OC)c1OC,75
Clc1cc(I)cc(Cl)c1NC1=NCCN1,55
CN1CCN(C(CN)c2ccc(F)cc2)CC1 (centres undefined),75
CN1C2CCC1CC(OC(c1ccc(F)cc1)c1ccc(F)cc1)C2 (centres undefined),68
NNC(N)=O,51
NS(=O)(=O)c1ccc(NC(=O)c2cccn(Cc3ccccc3F)c2=O)cc1,59
OC[C@H]1O[C@@H](Oc2c[nH]c3ccc(Br)c(Cl)c23)[C@H](O)[C@@H](O)[C@H]1O,55
N#CC1(N2CCOCC2)CCCC1,67
Nc1ccc(N=Nc2ccccc2)cc1,60
O=[N+]([O-])O[C@H]1CO[C@H]2[C@@H]1OC[C@H]2O[N+](=O)[O-],60&53
CC(=O)O[C@H]1C[C@H](O[C@H]2[C@@H](O)C[C@H](O[C@H]3[C@@H](O)C[C@H](O[C@H]4CC[C@@]5(C)[C@H](CC[C@]6(C)[C@]5(C)C[C@@H](O)[C@]5(C)[C@@H](C7=CC(=O)OC7)CC[C@@]56O)C4)O[C@@H]3C)O[C@@H]2C)O[C@H](C)[C@H]1O[C@@H]1O[C@H](CO)[C@@H](O)[C@H](O)[C@H]1O,61
Nc1c(C(=O)OCC2CCCO2)c2nc3ccccc3nc2n1Cc1cccs1 (centres undefined),60
C[C@]12CC[C@H](O)C[C@H]1CC[C@@H]1[C@@H]2CC[C@]2(C)[C@@H](C3=CC(=O)OC3)CC[C@]12O,60
O=C(Nc1ccncc1)c1cccn(Cc2ccccc2F)c1=O,55
O=[N+]([O-])c1ccc(N2CCOCC2)c2nonc12,23
Cc1ncc2n1-c1ccc(Cl)cc1C(c1ccccc1F)=NC2,63
CC[C@@H]1[C@@H](O)N2C3C[C@H]1C1C(O)[C@]4(C[C@@H]12)c1ccccc1N(C)[C@@H]34 (some centres undefined),54
CN(C)CCNc1ccc([N+](=O)[O-])c2cccnc12,63
CS(=O)(=O)c1cccc(C(=O)Nc2ccc(Br)cc2C(=O)c2ccccc2Cl)c1,54
CCCN(CCC)CCc1c[nH]c2ccc(C(N)=O)cc12,57
C/C(=C\c1ccc2c(c1)OCO2)[N+](=O)[O-],54
c1ccc(-n2cc(-c3nc(N4CC4)nc(N4CC4)n3)c3ccccc32)cc1,62
CC1=CC(=O)C2=C(C)C[C@H](O)[C@@H]3[C@H](OC(=O)[C@H]3C)[C@@H]12,55
C#CC(C)(C)N=C(N)N[N+](=O)[O-],60
Cn1cnc([N+](=O)[O-])c1Sc1ccc([N+](=O)[O-])cc1,57
c1cc2c(cc1C1NN=C3C4CCN(CC4)C31)OCO2 (centres undefined),63
O=C1CN=C(c2ccccc2)c2cc([N+](=O)[O-])ccc2N1,60

# An excerpt (hit frequency here may not be typical).
